APE1 inh = qHTS Assay for Inhibitors of the Human Apurinic/apyrimidinic Endonuclease 1 (APE1); DNA repair nuclease/redox regulator APEX1 (Homo sapiens), P27695; recombinant APE1, TAMRA/BHQ-2 abasic DNA cleavage fluorescence; Potency, µM (series often up to 65.8 µM), without a hit: top-dose activity change, negative = inhibition, most hits filed as inhibitors; hit rate 0.35% among 350,000;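 note: potency is the fitted concentration of half-maximal effect; plate controls were vehicle for no effect and reference inhibitor for full effect; nearly all actives have a fitted effect of over 55% in size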
Target sequence (P27695 whole entry, looked up): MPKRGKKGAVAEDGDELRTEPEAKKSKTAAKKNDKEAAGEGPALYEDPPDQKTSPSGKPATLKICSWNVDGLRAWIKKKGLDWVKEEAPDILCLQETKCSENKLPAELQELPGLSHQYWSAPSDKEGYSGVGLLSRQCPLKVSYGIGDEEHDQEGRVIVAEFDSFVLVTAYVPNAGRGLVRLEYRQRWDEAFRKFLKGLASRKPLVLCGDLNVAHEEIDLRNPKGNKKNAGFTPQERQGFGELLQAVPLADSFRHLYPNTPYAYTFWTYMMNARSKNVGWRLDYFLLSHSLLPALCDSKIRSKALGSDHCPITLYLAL
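Readout is kinetic fluorescence (ex 525, em 598 nm) from cleavage of 50 nM TAMRA/BHQ-2 THF abasic duplex by 0.75 nM APE1, compound added 15 min beforehand at RT.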
POLK inh = qHTS for Inhibitors of Polymerase Kappa; DNA polymerase kappa (Homo sapiens), Q9UBT6; purified Pol kappa, fluorescent DNA synthesis assay, 10 min; Potency, µM (top dose mostly 107 µM), for inactives: top-dose activity, negative = inhibition, usual class: inhibitors; hit rate 0.53% among 400,000; note: potency is the fitted concentration of half-maximal effect; % is set by controls: 0 for no effect and ±100 for the full control effect
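Pol kappa 10 nM + cpd, 15 min RT; start w/ substrate 50 nM final; fluorescence kinetic read, 0 and 10 min. Neg ctrl: buffer, no enzyme.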
TRHR agonist = qHTS for Small Molecule Agonists and Allosteric Enhancers of Human TRH Receptor: Primary Screen for Agonists; AID 493084, 2011; TRHR cells, calcium flux fluo-8, FDSS agonist mode; hit rate 0.18% among 360,000; activation, % at 2 µM; in the data active = activation above about 30%; note: 0% is about no effect
Target sequence (P34981 whole entry, looked up): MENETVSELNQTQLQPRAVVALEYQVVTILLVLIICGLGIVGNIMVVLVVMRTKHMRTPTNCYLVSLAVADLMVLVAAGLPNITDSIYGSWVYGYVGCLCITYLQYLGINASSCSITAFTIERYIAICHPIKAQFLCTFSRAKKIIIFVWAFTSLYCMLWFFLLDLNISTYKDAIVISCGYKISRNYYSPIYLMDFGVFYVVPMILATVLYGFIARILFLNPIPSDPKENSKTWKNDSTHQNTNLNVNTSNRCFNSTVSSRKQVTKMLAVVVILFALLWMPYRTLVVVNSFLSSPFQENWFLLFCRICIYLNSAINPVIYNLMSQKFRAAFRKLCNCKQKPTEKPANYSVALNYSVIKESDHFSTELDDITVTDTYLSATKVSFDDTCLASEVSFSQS
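TRHR-expressing cells, plated overnight in medium with 10% serum, were loaded with fluo-8 calcium dye at room temperature. After a 10 s baseline, library compound was pin-added and calcium release was recorded kinetically (ex 480/em 530) as agonist response.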
ERG-DNA inh = qHTS for Small Molecule Inhibitors of the ERG Ets/DNA interaction; fluorescence polarization, His-ERG Ets domain / labelled DNA; Potency, µM (top dose mostly 76.9 µM), inactives show top-dose FP activity, negative = inhibition, most hits filed as inhibitors; hit rate 0.028% among 370,000; active = well fitted inhibition curve with a large enough effect in the polarisation, with a control signal flat; inconclusive = small, poorly fitted or top-dose-only effect, or effect the other way, or a change in a side signal; inactive = no such curve, though single readings can be large or run the other way; the % refers to the polarisation;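 note: polarization taken with two DNA probes labelled with fluorescein and Texas red; potency is the fitted concentration of half-maximal effect; % of control where 0% means no effect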
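His-tagged ERG Ets domain (1 uM in the protein solution; 300mM KCl, 50mM Tris-HCl, 1mM EDTA, 1mM DTT, pH 7.5) received compound, then a probe mix of 5 nM fluorescein-DNA and 100nM Texas-615-DNA. Fluorescence polarization was read for both dyes.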
Pol beta inh = qHTS Assay for Inhibitors of DNA Polymerase Beta | Potency, µM (highest dose often 114 µM), for the others: at the top dose activity change, negative = inhibition, actives largely listed as inhibitors | P06746 | hit rate 1.3% among 340,000 | Pol beta primer extension/strand displacement, fluorescence kinetic; note: potency is the fitted concentration of half-maximal effect; % is set by controls: 0 for no effect and ±100 for the full control effect
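Pol beta (10 nM) and compounds were preincubated 15 min at room temperature, then 50 nM substrate (final) started primer extension/strand displacement. Reads were taken at 0 and 10 min; concentration-response data were fitted to a four-parameter Hill equation.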
BLM helicase inh = qHTS Assay for Inhibitors of Bloom's syndrome helicase (BLM); RecQ-like DNA helicase BLM (Homo sapiens), P54132; recombinant BLM DNA unwinding, fluorescence dequenching; Potency, µM (doses to about 56.1 µM), inactives show at the top dose activity change, negative = inhibition, hits mostly inhibitors; hit rate 0.2% among 350,000; AID 2528, 2010;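 note: potency is the fitted concentration of half-maximal effect; plate controls were vehicle for no effect and no enzyme for full effect; nearly all actives have a fitted effect of over 35% in size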
ALOX12 inh = Primary qHTS assay for inhibitors of human arachidonate 12S-lipoxygenase (ALOX12): Round 2. Polyunsaturated fatty acid lipoxygenase ALOX12 (Homo sapiens), P18054. purified 12hLO, xylenol orange hydroperoxide absorbance. Potency, µM (highest dose often 108 µM), for the others: top-dose activity change, negative = inhibition, most hits filed as inhibitors. hit rate 1.1% among 580,000; note: potency is the fitted concentration of half-maximal effect; % is set by controls: 0 for no effect and ±100 for the full control effect
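Hydroperoxide product was detected by ferrous iron/xylenol orange as the 573 to 405 nm absorbance ratio. Arachidonic acid at 40 uM (final) was turned over for 30 min at room temperature by 150 nM human 12hLO, pH 7.0 Hepes buffer, after 15 min compound preincubation.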
Pol iota inh = qHTS for Inhibitors of Polymerase Iota | DNA polymerase iota (Homo sapiens), Q9UNA4 | Pol iota fluorescent replication assay, 10 min | Potency, µM (top dose mostly 115 µM), inactives show top-dose activity, negative = inhibition, usual class: inhibitors | hit rate 1% among 390,000; note: potency is the fitted concentration of half-maximal effect
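Fluorescent replication assay read twice, at 0 min and 10 min after adding 50 nM (final) substrate. Enzyme (10 nM) and compounds were first incubated 15 min at room temperature; enzyme-free buffer wells were negative controls.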
Anesthetic bind = qHTS Assay for Identification of Novel General Anesthetics. Ferritin light chain (Equus caballus), P02791. apoferritin/1-aminoanthracene competitive binding, fluorescence. Potency, µM (doses to about 77.5 µM), without a hit: at the highest dose activity change, negative = displacement, hits mostly inhibitors. hit rate 0.074% among 350,000. AID 485281, 2010; note: potency is the fitted concentration of half-maximal effect; % is set by controls: 0 for no effect and ±100 for the full control effect; nearly all actives have a fitted effect of over 20% in size
Target sequence (P02791 2-175 limits assumed): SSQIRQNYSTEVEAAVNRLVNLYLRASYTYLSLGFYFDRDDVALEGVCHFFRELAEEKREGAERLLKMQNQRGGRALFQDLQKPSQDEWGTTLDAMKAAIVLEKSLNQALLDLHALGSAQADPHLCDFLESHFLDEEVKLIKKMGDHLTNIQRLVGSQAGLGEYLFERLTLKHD
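Horse-spleen apoferritin (10 uM) was mixed with 50% saturated 1-aminoanthracene in PBS, exposed to compounds for 10 min at room temperature, and read for fluorescence (ex 380 nm, em 535 nm). Competitive displacement was fitted with a four-parameter Hill equation.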
Numbers without * were called inactive; i = inactive; ? = inconclusive; · = not tested or not shown; & = joins results of further samples; [ ] = remark or other dose. Unless noted, calls come from the whole dose curve; as a rule, active = well fitted curve in the direction sought with a large enough effect; inconclusive = small, poorly fitted or top-dose-only effect, or another doubt; inactive = no such curve, though single readings can be large; an effect the other way counts as inactive or inconclusive. Not all compounds are listed; the hit share may differ from the screen's.

(1) COc1ccc(C(=O)OCc2csc(C)n2)c(O)c1
(2) N#Cc1ccccc1NC(=O)CSc1nnc(N)s1
(3) CC(OC(=O)CSc1ccc([N+](=O)[O-])cc1)C(=O)NCc1ccco1 (stereo not given)
(4) COc1ccc(-n2ccnc(NCc3cccs3)c2=O)cc1OC
(5) CCOC(=O)CNC(=O)c1ccc(SCC)cc1
(6) CCOC(=O)N1CCN(C(=O)C(CC(C)C)NC(=O)C2CCCCC2)CC1 (stereo not given)
(7) O=C(O)/C=C/c1cn(-c2ncc(C(F)(F)F)cc2Cl)c2ccccc12
(8) Cc1cc(C(=O)OCC(=O)Nc2cc(S(=O)(=O)N(C)C)ccc2C)c(C)o1

compound no. | 1 | 2 | 3 | 4 | 5 | 6 | 7 | 8
APE1 inh | 3% | · | -4% | · | -3% | 13% | 8% | -3%
POLK inh | -18% | -17% | -12% | 3% | -15% | 0% | -20% | ·
TRHR agonist | -0.4 | 0.5 | -1.0 | -0.1 | 0.0 | 0.4 | · | -0.8
ERG-DNA inh | -6% | -3% | 12% | -3% | 6% | -9% | 0% | ·
Pol beta inh | 0% | 11% | · | 4% | -2% | 7% | 16% | 9%
BLM helicase inh | -6% | -3% | · | -2% | -3% | -2% | -1% | 1%
ALOX12 inh | -12% | -19% | -8% | ? | 171%[activator] | 0% | 0% | -16%
Pol iota inh | 156%[activator] | -16% | 15% | 19% | 126%[activator] | 34%[activator] | 1% | ·
Anesthetic bind | -8% | 8% | · | -7% | 5% | 2% | ? | -10%

(9) O=C(NC(=S)N1CCN(C/C=C/c2ccccc2)CC1)c1ccc(Cl)nc1
(10) Cc1ccsc1CN(C(=O)c1ccc(OCC(C)C)cc1)C1CCS(=O)(=O)C1 (stereo not given)
(11) Cc1ccc(NC(=O)c2cc3ccccn3n2)cc1F
(12) O=C(C[C@@H]1C/C=C\C[C@@H](Cc2ccc(F)cc2)C(=O)OC[C@@H]2CCCN2C1=O)NCCO
(13) CC(C)CCOC(=O)C1C(c2ccccc2)C(C(=O)O)C1c1ccccc1 (stereo not given)
(14) Cc1ccc(CN2CCC(n3nccc3NC(=O)CCOc3ccccc3)CC2)cc1C
(15) Fc1ccc(/C=N/Nc2nc3ccccc3[nH]2)cc1F
(16) COc1ccccc1C/C(N)=N/OC(=O)COc1ccccc1C

compound no. | 9 | 10 | 11 | 12 | 13 | 14 | 15 | 16
APE1 inh | 14% | · | · | 2% | -1% | 12% | -5% | -2%
POLK inh | -2% | -19% | -16% | 0% | -14% | -6% | -6% | -6%
TRHR agonist | 0.5 | -0.1 | -0.5 | · | 0.3 | 0.3 | -3.2 | 0.0
ERG-DNA inh | 5% | -2% | -1% | -1% | 1% | 1% | 8% | ·
Pol beta inh | 52%[activator] | -2% | -22% | · | -2% | 2% | 3% | 63%
BLM helicase inh | -1% | -6% | -2% | · | -1% | 1% | -6% | -13%
ALOX12 inh | -22% | 0% | -5% | 9% | -1% | 2% | -5% | -16%
Pol iota inh | 23% | 21% | 23% | 0% | 16% | 15% | 4% | 14%
Anesthetic bind | -12% | 2% | 3% | · | -13% | -8% | 2% | -5%

(17) Cc1cc(=O)oc2n[nH]c(-c3ccccc3)c12
(18) CCc1nnc(NC(=O)c2cc(-c3ccco3)nc3ccccc23)s1
(19) COc1ccc2oc(=O)c(C(=O)N3CCN(c4ccccc4F)CC3)cc2c1
(20) CCCn1c(C)cc(C(=O)CSc2nc3nc(C)cc(C)n3n2)c1C
(21) COC(=O)[C@H](CCSC)NC(=O)[C@@H](Cc1cnc[nH]1)NC(=O)OCc1ccccc1
(22) Cc1cc(C)c(OCC(=O)OCC(=O)N2CCCc3ccccc32)c(C)c1
(23) O=C(NNc1cc(Br)c(O)c(Br)c1)c1ccccc1
(24) O=C1N/C(=C/c2ccc(N3CCOCC3)o2)C(=O)N1c1ccccc1

compound no. | 17 | 18 | 19 | 20 | 21 | 22 | 23 | 24
APE1 inh | -1% | ? | -1% | 2% | -7% | 10% | ? | -2%
POLK inh | -12% | 25µM* | -5% | 2% | -21% | -6% | ? | -10%
TRHR agonist | 0.2 | -0.1 | -1.5 | 0.4 | -0.1 | 0.6 | -0.5 | 0.6
ERG-DNA inh | -3% | -2% | 2% | -2% | 6% | 5% | 3% | 9%
Pol beta inh | 14% | 8.9µM* | -3% | 21% | 36% | · | -5% | 1%
BLM helicase inh | -3% | -20% | -4% | -2% | -3% | · | -8% | 1%
ALOX12 inh | 2% | ? | -9% | ? | · | -4% | ? | -13%
Pol iota inh | 18% | 1.3µM* | 16% | 16% | 9% | 1% | 22µM* | ?
Anesthetic bind | -13% | -3% | -5% | -3% | 2% | · | -9% | -11%

(25) Cc1ccccc1NC(=O)C(=O)Nc1ccccc1C
(26) O=C1CCN(Cc2ccccc2)CCN1CCO
(27) COc1ccc(N2CCC(CNC(=S)Nc3cc(C)ccc3C)C2)cc1 (stereo not given)
(28) c1ccc(-c2cn(-c3ccccc3)c3ncnc(N4CCN(c5ccccc5)CC4)c23)cc1
(29) Cc1cc([N+](=O)[O-])ccc1N(C)C
(30) O=C(NCCc1ccccn1)c1nc(Cn2ccc([N+](=O)[O-])n2)no1
(31) Cc1ccc(-n2ncc(C(=O)NCC3CCN(C4CCCC4)C3)c2C2CCN(C(=O)OC(C)(C)C)CC2)cc1C (stereo not given)
(32) O=C(N/N=C/c1ccccc1)c1ccco1

compound no. | 25 | 26 | 27 | 28 | 29 | 30 | 31 | 32
APE1 inh | 14% | 1% | 2% | · | 4% | -9% | 37% | 3%
POLK inh | -2% | -14%&5% | 7% | 0%[60.1 µM] | -11% | -11% | 2% | -4%
TRHR agonist | 0.7 | -0.6 | -0.2 | 0.2 | -0.2 | 1.1 | 0.5 | 0.0
ERG-DNA inh | -3% | -4% | 9% | -3% | -2% | -6% | 1% | 5%
Pol beta inh | 2% | -19% | 12% | 4% | 34% | 50% | 22% | 19%
BLM helicase inh | 0% | 1% | -6% | -2% | -4% | -1% | -5% | -1%
ALOX12 inh | i | -22% | ? | -19% | 11% | 1% | 2% | 0%
Pol iota inh | 54%[activator] | 6%&16% | 2% | -7% | 25% | 123%[activator] | 25% | 11%[58.9 µM]
Anesthetic bind | -9% | 1% | 2% | 5% | -7% | 1% | ? | 1%

(33) COc1ccc(C(=O)Nc2cc(S(=O)(=O)N3CCCCC3)ccc2OC)cc1
(34) O=[N+]([O-])c1ccccc1-c1ccc(CN2CCN(c3ccccc3)CC2)o1
(35) CC(=O)Nc1cc(C(=O)NCc2ccc(F)cc2)ccc1Sc1ccc(C)cc1
(36) CN(c1ccc(C(=O)N2CCN(Cc3ccc4c(c3)OCO4)CC2)cc1)S(=O)(=O)c1ccccc1
(37) CC(=O)Nc1ccc(NC(=O)COc2ccc(S(=O)(=O)NC(C)c3ccccc3)cc2)cc1 (stereo not given)
(38) C[C@@H]1CCC[C@]2(O[C@@H](CCO)C[C@@H](O)[C@@H]2O)O1
(39) CN(C)c1ccc(C(c2nnnn2C(C)(C)C)N2CCN(C(=O)c3ccco3)CC2)cc1 (stereo not given)
(40) CCN1C(=O)c2cccc3c(S(=O)(=O)N(C(=O)c4cccnc4)c4ccc(OC)cc4)ccc1c23

compound no. | 33 | 34 | 35 | 36 | 37 | 38 | 39 | 40
APE1 inh | 3% | 11% | · | -4% | 2% | · | -1% | 5%
POLK inh | -2% | -6% | -14%[60.1 µM] | 0% | -15% | -3% | -12% | -12%
TRHR agonist | -0.3 | 0.2 | -1.0 | -0.7 | 0.7 | · | 0.9 | 0.2
ERG-DNA inh | 1% | 7% | 5% | -6% | 1% | -1% | 0% | 8%
Pol beta inh | · | 7% | -2% | 13% | 14% | · | 1% | 34%
BLM helicase inh | · | -7% | ? | -5% | -9% | · | -2% | -5%
ALOX12 inh | 5% | ? | ? | -6% | 0% | 13% | 109%[activator] | -24%
Pol iota inh | -8% | 38%[activator] | 8% | 22% | 27% | 2% | 10% | -11%
Anesthetic bind | · | -14% | 0% | 1% | 4% | · | -10% | -7%

(41) Cc1cc(C)n(/N=C/c2cccc(O)c2)c(=O)c1C(N)=O
(42) COc1ccc(OC)c(NS(=O)(=O)c2cccs2)c1
(43) CCc1nnc(NC(=O)[C@@H](NC(=O)c2cccc(S(=O)(=O)N3CCOCC3)c2)C(C)C)s1
(44) CCOC(=O)NCc1ccc2c(c1)cc(C)n2C
(45) O=C1/C(=C/c2ccccn2)SC(=S)N1Cc1ccccc1

compound no. | 41 | 42 | 43 | 44 | 45
APE1 inh | 0% | -6% | -2% | -4% | ?
POLK inh | -9% | -3% | -3% | -11% | -16%
TRHR agonist | 0.1 | -0.7 | 0.7 | 0.0 | 0.3
ERG-DNA inh | -5% | 3% | 2% | ? | 2%
Pol beta inh | -2% | 12% | 1% | 8% | 33%
BLM helicase inh | -4% | -11% | -2% | 0% | 1%
ALOX12 inh | 0% | -21% | -4% | -8% | -16%
Pol iota inh | 1% | 7% | ? | 7% | 49%[activator]
Anesthetic bind | -22% | -16% | -20% | -19% | -2%
